High-throughput results: PubChem, several laboratories
Y pestis TopoI – blocks Yersinia pestis topoisomerase I activity; Y. pestis Topo-I cleavage product accumulation, plate reader; activity, % at 10 µM; hit rate 0.064% among 360,000; in the data active = activity above about 50%, passing the limit was not always enough; note: inactives centre near 2
FadD28 binding – blocks FadD28 binding to the bisubstrate probe; fluorescence polarization; inhibition, % at 12.5 µM; hit rate 0.22% among 360,000; in the data active = inhibition above about 8.5%, passing the limit was not always enough
FBA Mtb inh – inhibits M. tuberculosis FBA enzyme; hit rate 2.3% among 360,000; inhibition, % at 1 µM; purified M. tuberculosis FBA, fluorescence read-out; in the data active = inhibition above about 27%;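 note: 0% = vehicle and 100% = reference inhibitor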
Target sequence (P9WQA3 whole entry, looked up): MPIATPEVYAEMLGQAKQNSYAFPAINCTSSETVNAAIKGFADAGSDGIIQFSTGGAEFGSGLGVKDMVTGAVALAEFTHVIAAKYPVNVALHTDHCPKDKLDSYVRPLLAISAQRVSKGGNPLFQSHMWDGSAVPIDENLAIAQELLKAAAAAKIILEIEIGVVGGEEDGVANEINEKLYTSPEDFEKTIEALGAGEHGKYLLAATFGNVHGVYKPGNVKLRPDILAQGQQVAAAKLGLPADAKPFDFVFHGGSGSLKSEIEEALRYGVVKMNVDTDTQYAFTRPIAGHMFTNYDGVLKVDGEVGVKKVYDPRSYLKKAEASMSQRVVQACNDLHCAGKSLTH
UGM FP inh – blocks M. tuberculosis UGM enzyme; purified UGM, fluorescence polarization probe displacement; inhibition, % at 10 µM; hit rate 0.06% among 320,000; in the data active = inhibition above about 10%, passing the limit was not always enough
Target sequence (P9WIQ1 whole entry, looked up): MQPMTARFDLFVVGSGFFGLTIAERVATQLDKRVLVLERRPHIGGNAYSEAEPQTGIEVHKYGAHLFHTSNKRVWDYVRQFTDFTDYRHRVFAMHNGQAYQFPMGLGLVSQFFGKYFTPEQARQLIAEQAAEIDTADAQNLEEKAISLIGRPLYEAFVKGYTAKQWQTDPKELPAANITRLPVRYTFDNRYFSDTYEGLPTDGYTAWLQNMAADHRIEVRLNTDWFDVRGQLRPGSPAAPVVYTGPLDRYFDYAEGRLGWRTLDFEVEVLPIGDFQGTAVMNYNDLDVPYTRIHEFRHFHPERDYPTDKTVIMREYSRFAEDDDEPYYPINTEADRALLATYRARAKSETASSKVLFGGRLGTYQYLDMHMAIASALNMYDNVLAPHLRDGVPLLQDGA
Mtb BioA inh – inhibitors of Mycobacterium tuberculosis BioA enzyme; purified M. tuberculosis BioA enzyme, plate reader; inhibition, % at 9.99 µM; hit rate 0.096% among 360,000; in the data active = inhibition above about 40%
PfHsp40 rescue – rescue of PfHsp40-mediated yeast toxicity; S. cerevisiae expressing PfHsp40, growth rescue, ATP luminescence; growth rescue, % at 12.5 µM; hit rate 0.68% among 340,000; in the data active = growth rescue above about 28%, passing the limit was not always enough;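 note: yeast W303a lacking pdr1 and pdr3 grown in galactose medium; growth measured after three days at 30 °C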
TcdB GH inh – inhibitors of Clostridioides difficile toxin B glycohydrolase; P18177; inhibition, % at 9.99 µM; hit rate 0.24% among 350,000; TcdB glycohydrolase enzymatic assay, plate reader; in the data active = inhibition above about 10%
Vc quorum ag – quorum light induction in luxS cqsA deficient V. cholerae; V. cholerae BH1578 lux reporter, luminescence, 6 h; activation, % at 18.7 µM; hit rate 0.16% among 350,000; AID 588436; in the data active = activation mostly above about 9.7%, no sharp cut-off; note: not every result past the cut was called active; inactives centre near 0; reference of the scale not given here
GDH-TPI counter – counter-screen for M. tuberculosis FBA inhibitors: GDH-TPI coupled enzymes. GDH-TPI coupled enzyme counterscreen, NADH absorbance. inhibition, % at 4.8 µM. hit rate 1.2% among 360,000. AID 588335; in the data active = inhibition above about 30%;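 note: 0% = DMSO wells and 100% = wells lacking the enzyme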
An asterisk follows results filed as active; i = inactive; · = not tested or not shown.

SMILES | Y pestis TopoI | FadD28 binding | FBA Mtb inh | UGM FP inh | Mtb BioA inh | PfHsp40 rescue | TcdB GH inh | Vc quorum ag | GDH-TPI counter
CCCCn1cnc2sc(-c3ccccc3)cc2c1=O | 10 | -6.8 | 2 | 1.6 | -1.2 | 1.8 | · | i | 18
COc1ccccc1NC(=O)CCCCC(=O)Nc1ccccc1OC | 5 | -0.9 | -1 | 0.4 | -2.1 | -1.2 | 1.8 | i | 11
COc1ccc(-c2noc(CN(C)C(=O)CCN3C(=O)[C@H]4CC=CC[C@H]4C3=O)n2)cc1 | 9 | -2.1 | 5 | -0.8 | -0.8 | -0.3 | 1.6 | i | 5
CC(C)Oc1ccc(CSc2nnc3n(C)c(=O)c4c5c(sc4n23)CCCC5)cc1 | -4 | -1.7 | -3 | -2.4 | 13 | -1.2 | · | i | 4
NC(=O)CC(NC(=O)Cc1ccc(Br)cc1)c1ccc(NCCc2ccc(F)cc2)c([N+](=O)[O-])c1 (centres undefined) | 19 | -1.4 | -3 | 2.5 | -0.4 | 0.2 | 0.7 | -1.2 | 7
CCOc1ccc(NC(=O)CCC(=O)NNC(=O)COc2ccc(C)cc2Br)cc1 | -4 | -0.3 | 6 | 2.0 | -9.3 | 0.8 | 0.7 | i | 2
CC(=O)c1cccc(NC(=O)C2C(c3ccccc3)C2(Cl)Cl)c1 (centres undefined) | -7 | -3.3 | 6 | -1.3 | · | · | 0.6 | -0.4 | 3
COc1ccc(NC(=O)Nc2ccc3nonc3c2)cc1 | -7 | -2.4 | 1 | 0.2 | 0.7 | · | 0.1 | -0.6 | 1
CCCCn1c(=O)c(C(=O)Nc2cccc(C)c2)c(O)c2ccccc21 | -14 | -4.0 | 0 | 1.1 | -0.9 | -0.6 | 1.2 | -0.4 | 11
CC(NCC(=O)Nc1cc(S(=O)(=O)N2CCOCC2)ccc1Cl)c1ccc(Cl)cc1Cl (centres undefined) | 28 | -3.4 | -4 | 0.3 | 0.0 | 0.8 | -6.0 | i | 7
O=C(C(Br)=Cc1ccccc1)c1ccccc1 | 2 | -2.7 | 0 | · | · | 2.0 | 8.5 | -3.8 | 21
Nc1nnc(CSCc2ccc(Cl)cc2)s1 | 5 | -4.5 | -2 | -0.7 | 2.9 | -0.6 | · | i | -4
COc1ccc(NC(=O)C2Cc3c(-c4ccc5c(c4)OCO5)ccnc3O2)cc1 (centres undefined) | 20 | -2.9 | 46* | · | 2.5 | · | -0.2 | -1.3 | -1
CCOc1ccc(N2CC(C(=O)Nc3cccc(S(=O)(=O)NC4=NCCC4)c3)CC2=O)cc1 (centres undefined) | 9 | -2.2 | -1 | -1.3 | · | -0.8 | 0.8 | -0.2 | 5
COc1ccc(S(=O)(=O)N2CCC(C(=O)NC3CC3)CC2)cc1C | 4 | -5.2 | -3 | -0.9 | -0.2 | -0.2 | 1.5 | -7.3 | -11
CC(c1ccccc1)C1CC(=O)N(C2CCCCC2)C1=O (centres undefined) | 2 | -3.5 | 2 | 0.0 | 4.1 | 0.2 | · | -0.3 | 4
Cc1ccc(S(=O)(=O)NCCCCC(NC(=O)OC(C)(C)C)C(=O)O)cc1 (centres undefined) (tested in a mixture with another compound) | -9 | 0.1 | 4 | 0.6 | -2.8 | -0.2 | · | i | 11
O=C(c1n[nH]c2ccccc12)N1CCN(S(=O)(=O)c2ccccc2)CC1 | 10 | -1.8 | -2 | -1.2 | 1.3 | 0.9 | -0.4 | i | 3
O=C(NCCCO)C(=O)c1c(-c2ccccc2)cc2ccccn12 | 4 | -0.4 | -3 | 0.6 | · | -0.7 | 0.1 | i | 3
Cc1csc2nc(CNS(=O)(=O)N(C)C)cn12 | -3 | -3.8 | -3 | -1.7 | -1.7 | -0.8 | 2.1 | -1.0 | -2
CN(Cc1ccccc1F)c1cc2c(c3c1ccn3C)C1CCC2O1 (centres undefined) | · | -0.4 | 1 | · | -1.0 | · | -5.6 | · | ·
Clc1ccc(C(c2nnnn2C2CCCCC2)N(Cc2cccnc2)Cc2ccco2)cc1 (centres undefined) | 8 | -4.9 | 1 | · | 1.1 | 11 | · | 1.7 | -4
O=C(COc1ccccc1[N+](=O)[O-])N1CCN(S(=O)(=O)c2ccccc2)CC1 | 9 | 2.6 | -1 | -1.3 | · | -1.9 | 0.1 | -0.4 | 6
O=C(O)CCNS(=O)(=O)c1cccc2nsnc12 | -3 | -2.3 | 0 | -0.2 | -1.8 | -0.9 | -0.6 | i | 8
COc1ccc(-c2cc3c(=O)n(CC(=O)N4CCCC4)ncn3n2)cc1 | 0 | -2.2 | 0 | -2.1 | · | -1.0 | -0.7 | i | 6
COc1ccccc1-c1nc2ccccc2nc1-c1ccccc1 | 20 | -5.7 | 1 | -2.2 | · | 1.9 | 2.0 | -0.2 | 10
O=c1[nH]c2cc3c(cc2cc1C(c1nnnn1CC1CCCO1)N1CCCCCC1)OCCO3 (centres undefined) | 9 | -3.0 | 20 | 0.1 | · | -1.3 | · | i | 15
CSc1ccc(S(=O)(=O)NCC(=O)OCC(=O)NCc2ccco2)cc1[N+](=O)[O-] | 2 | -1.1 | -2 | 0.1 | -0.6 | -0.8 | -0.6 | -12 | 2
COc1cc(/C=N/NC(=O)C2c3ccccc3Oc3ccccc32)ccc1O | 8 | 0.4 | 2 | 2.6 | · | 1.0 | · | 2.0 | 16
COC(=O)c1cc(S(=O)(=O)NCc2cccc(OC)c2)cn1C | 10 | -0.5 | -1 | -3.6 | -0.1 | 0.3 | 1.4 | -0.2 | 5
CN1CCN(C(=S)SCC(=O)Nc2ccc(Cl)cc2C(=O)c2ccccc2)CC1 | 29 | -3.4 | 0 | -1.2 | 0.6 | 0.2 | · | -0.2 | 15
CS(=O)(=O)N1CCC(C(=O)N2CCc3ccccc3C2)CC1 | -3 | -3.8 | 1 | 1.1 | 0.6 | -0.9 | · | i | 3
COC(=O)CN1CC(=O)N(c2ccccc2)C1=S | -1 | 0.9 | 3 | 0.9 | -0.7 | 0.0 | · | i | 11
Cc1ccc(-n2c(O)c(C=Nc3ccccc3N)c(=O)[nH]c2=O)cc1C | 6 | -1.5 | -1 | 0.2 | -0.3 | 40* | · | -0.4 | 21
COc1ncnc2c1NC(=O)CS2 | -1 | -3.8 | 0 | -0.9 | -1.0 | 0.1 | · | -1.5 | 3
CCOc1ccc(CC(=O)OCn2nnc3ccccc3c2=O)cc1 | 6 | -1.7 | 7 | 0.4 | -1.5 | 2.0 | 2.0 | i | 0
CCOC(=O)c1c(CSc2nc(C)cc(C)c2C#N)n(C)c2cc(Br)c(OC(C)=O)cc12 | 7 | 0.2 | 3 | 1.4 | · | 0.5 | · | i | 6
Cn1cnnc1SCC(=O)n1c2ccccc2c2ccccc21 | 13 | 0.8 | 0 | -0.4 | -0.7 | -0.5 | · | -0.3 | 6
COC(=O)c1c(C)noc1-c1cc(C)on1 | -2 | -2.3 | 1 | -0.9 | -0.9 | 1.9 | · | -0.3 | 9
CCOC(=O)C1=C(C)N=c2s/c(=C3/C(=O)Nc4ccccc43)c(=O)n2C1c1ccc(C)cc1 (centres undefined) | 5 | 2.6 | 0 | -0.3 | -0.8 | -1.5 | · | -0.6 | 4

2 of the compounds above, as tab-separated lines.
SMILES	Y pestis TopoI	FadD28 binding	FBA Mtb inh	UGM FP inh	Mtb BioA inh	PfHsp40 rescue	TcdB GH inh	Vc quorum ag	GDH-TPI counter
COc1ncnc2c1NC(=O)CS2	-1	-3.8	0	-0.9	-1.0	0.1	·	-1.5	3
Cc1ccc(-n2c(O)c(C=Nc3ccccc3N)c(=O)[nH]c2=O)cc1C	6	-1.5	-1	0.2	-0.3	40*	·	-0.4	21

(next part)
SMILES | Y pestis TopoI | FadD28 binding | FBA Mtb inh | UGM FP inh | Mtb BioA inh | PfHsp40 rescue | TcdB GH inh | Vc quorum ag | GDH-TPI counter
CCn1cc(/C=C(\NC(=O)c2ccccc2OC)C(=O)N2CCOCC2)c2ccccc21 | 25 | 0.5 | -1 | · | 5.1 | · | 1.0 | i | 28
CCOC(=O)c1c(C)[nH]c(C(=O)COC(=O)C23CC4CC(CC(Cl)(C4)C2)C3)c1C | 6 | -1.5 | -1 | 0.4 | -0.9 | -1.2 | · | -0.3 | 8
CS(=O)(=O)CCC(C(=O)N1CCOCC1)N1C(=O)c2cc(Cl)c(Cl)cc2C1=O (centres undefined) | -5 | -0.4 | -1 | 0.6 | -1.0 | -0.7 | · | -6.7 | 6
O=C(Nc1cnn(Cc2ccc(F)cc2)c1)c1cnccn1 | -7 | -3.6 | -2 | 0.0 | 5.2 | 0.4 | · | -0.7 | 10
COc1ccccc1NC(=O)N1CCC(c2nnc(SCC(N)=O)n2C)CC1 | -5 | -3.1 | -2 | -4.9 | 1.4 | 0.0 | · | 2.9 | 10
COc1ccc(S(=O)(=O)n2cccc2)cc1 | -2 | -2.5 | 3 | -1.5 | -2.3 | · | 0.4 | i | 1
CC(C)Nc1nc2n(c(=O)n1)CCN2C(C)C | -3 | -1.0 | 1 | -0.6 | -5.1 | -0.5 | · | · | 3
COc1cc(OC)cc(C(=O)NNC(=O)C2CCCC2)c1 | 2 | · | 0 | 1.6 | · | -1.7 | 0.8 | -0.1 | -11
N#Cc1c(NC(=O)c2cc(-n3cnnc3)ccc2Cl)sc2c1CCCC2 | 29 | -1.6 | -1 | 5.1 | 1.1 | 0.8 | · | 0.0 | 17
COC(=O)C1=C(c2ccc(F)cc2OCc2ccccc2)C[C@@H]2CC[C@H]1N2C(=O)NC1Cc2ccccc2C1 | 14 | -0.7 | 4 | 0.0 | -1.1 | 0.3 | 1.4 | -0.4 | 4
O=C(O)CCC(=O)NNc1nc2ccccc2nc1-c1ccccc1 | 8 | 1.0 | -2 | 0.2 | · | -0.4 | -0.8 | -0.1 | 1
O=C(Nc1cccc(NC(=O)c2cc([N+](=O)[O-])ccc2Cl)n1)c1cc([N+](=O)[O-])ccc1Cl | -18 | -2.7 | -1 | -1.1 | · | 4.1 | · | -0.5 | 10
COc1ccc(CCNC(=O)c2ccc3c(c2)OCO3)cc1 | 2 | -0.4 | 2 | -0.7 | -1.7 | 0.2 | 1.8 | -0.3 | 4
Cc1cc(Br)c(S(=O)(=O)n2nnc3ccccc32)cc1C | -2 | 2.5 | 5 | -0.5 | -1.6 | -0.6 | · | -1.5 | -1
Cc1ccc(C(=O)NCCc2cc3ccc(C)c(C)c3[nH]c2=O)cc1[N+](=O)[O-] | 9 | -3.4 | -6 | -1.6 | · | -0.6 | 0.8 | -0.3 | -1
CC(C)NC(=O)c1ccc(N2CCOCC2)nc1 | -3 | -1.5 | 3 | 0.6 | -0.2 | -1.3 | · | i | -6
Cc1ccc(S(=O)(=O)C2(C(=O)N(C)C3CCCCC3)CC2)cc1 | 0 | -2.3 | -1 | 1.4 | -0.1 | 1.5 | 0.8 | -0.4 | 3
COCOCCn1cc(CN2CCS(=O)(=O)N(Cc3ccc(-c4ccc(OC)nc4)cc3)C(C(C)C)C2=O)nn1 (centres undefined) | 21 | -3.1 | 1 | · | 2.1 | · | 1.7 | -0.4 | -5
CCc1ccc(OCC(=O)N2c3ccccc3CCc3ccccc32)cc1 | 0 | -2.8 | 3 | -0.9 | -1.1 | 6.2 | · | 3.7 | -3
O=S1(=O)CCN(Cc2ccc(Cl)cc2)CC1 | -3 | -1.8 | 2 | -2.7 | -2.7 | -0.6 | · | i | 9
O=C(CCNC(=O)c1ccccc1Cl)NCC12CC3CC(CC(C3)C1)C2 | 5 | 1.5 | 0 | -2.0 | · | 0.0 | · | -0.2 | 5
CCCCNC(=O)C1(NC(=O)Nc2ccc(C)cc2)CCCCC1 | -7 | -3.4 | 1 | -1.4 | · | 0.2 | 0.6 | -0.5 | 1

Rewritten as labelled records: part of the list above
COc1ccc(CCNC(=O)c2ccc3c(c2)OCO3)cc1
  Y pestis TopoI = 2 | FadD28 binding = -0.4 | FBA Mtb inh = 2 | UGM FP inh = -0.7 | Mtb BioA inh = -1.7 | PfHsp40 rescue = 0.2 | TcdB GH inh = 1.8 | Vc quorum ag = -0.3 | GDH-TPI counter = 4
Cc1ccc(S(=O)(=O)C2(C(=O)N(C)C3CCCCC3)CC2)cc1
  Y pestis TopoI = 0 | FadD28 binding = -2.3 | FBA Mtb inh = -1 | UGM FP inh = 1.4 | Mtb BioA inh = -0.1 | PfHsp40 rescue = 1.5 | TcdB GH inh = 0.8 | Vc quorum ag = -0.4 | GDH-TPI counter = 3
CCc1ccc(OCC(=O)N2c3ccccc3CCc3ccccc32)cc1
  Y pestis TopoI = 0 | FadD28 binding = -2.8 | FBA Mtb inh = 3 | UGM FP inh = -0.9 | Mtb BioA inh = -1.1 | PfHsp40 rescue = 6.2 | TcdB GH inh = · | Vc quorum ag = 3.7 | GDH-TPI counter = -3
